Screens: PubChem, National Center for Advancing Translational Sciences (NCATS)
ELG1 genotoxic – qHTS screen for small molecules that induce genotoxicity in human embryonic kidney (HEK293T) cells expressing luciferase-tagged ELG1; actives 1.3% (n = 330,000); Potency, µM (top dose mostly 46 µM), without a hit: top-dose activity change, positive = activation, actives largely listed as activators; HEK293T ELG1-luciferase reporter, luminescence, 16 h; note: potency is the fitted concentration of half-maximal effect; % of control where 0% means no effect; nearly all actives have a fitted effect of over 60% in size
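DMSO vehicle served as control against compound-treated ELG1-luciferase HEK293T cells; exposure lasted 16 hr at 37 °C and 5% CO2, followed by ONE-Glo luminescence detection after 30 min.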
BRCA1 expr act – qHTS Assay to Identify Small Molecule Activators of BRCA1 Expression. MCF7-BRCA1-FFLuc reporter, luminescence, 48 h; response scale: scaled: vehicle 0%, 10 µM genistein 100%. Potency, µM (top dose mostly 46.1 µM), inactives show top-dose activation, most hits filed as activators. actives 1.1% (n = 380,000). AID 624202, 2012; note: potency is the fitted concentration of half-maximal effect; nearly all actives have a fitted effect of over 80% in size; some results filed as inactive show a strong effect at the top dose
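48 h compound treatment of MCF7-BRCA1-FFLuc cells (phenol-red free MEM, 37 °C), then 15 min with luciferase substrate and luminescence imaging.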
Integrin act MD – qHTS for Activators of Integrin-Mediated Alleviation for Muscular Dystrophy; Potency, µM (titrated, usually from 38.3 µM), for the others: at the top dose activation, usual class: activators; AID 624291, 2012; actives 0.064% (n = 350,000); alpha7betagal myoblasts, beta-gal FDG fluorescence, 48 h;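 note: potency is the fitted concentration of half-maximal effect; 100% = response of the positive control SU9516; nearly all actives have a fitted effect of over 60% in size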
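alpha7betagal+/- myoblasts (passage 13, 250/well) treated 48 h at 37C with compounds at 1:260 dilution of DMSO stock. Lysed, then beta-galactosidase activity read as FDG fluorescence (ex 480/em 540) after 30 min, with pre-read for autofluorescence.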
TSG101-PTAP inh – qHTS Assay for Iinhibitors of HIV-1 Budding by Blocking the Interaction of PTAP/TSG101; Tumor susceptibility gene 101 protein (Homo sapiens), Q99816; Fluorescence polarization, FITC-PTAP peptide / Tsg101 binding; Potency, µM (series often up to 115 µM), inactives show at the highest dose activity change, negative = inhibition, actives largely listed as inhibitors; 340,000 tested, under 10 active; active = well fitted inhibition curve with a large enough effect in the main read-out, with a control signal flat, not every such curve was filed as active; inconclusive = small, poorly fitted or top-dose-only effect, or effect the other way, or a change in a side signal; inactive = no such curve, though single readings can be large or run the other way; note: potency is the fitted concentration of half-maximal effect; % of control where 0% means no effect
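Compounds were pin-transferred onto Tsg101 binding domain (10 uM final) in HEPES pH 7.5 buffer, then FITC-PTAP peptide was added at 50 nM final. After 20 min at RT, polarization reported peptide displacement across a qHTS concentration series.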
TRPV1 ag – HTS Assay for Compounds that Act as Agonists of the Vanilloid Receptor 1; Transient receptor potential cation channel subfamily V member 1 (Homo sapiens), Q8NER1; TRPV1-expressing cells, Fluo-8 calcium influx, agonist mode; activation, % at 8.33 µM; actives 0.19% (n = 320,000); in the data active = activation above about 80%; inconclusive = between about 30% and that limit; note: 0% is about no effect
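Fluo-8 calcium influx in TRPV1-expressing cells, kinetic read (ex 480/em 520 nm). Compound added and read 3 min for agonist activity, followed by capsaicin at EC20 final and 2 min further read for enhancement.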
uPA generation – qHTS for Inhibitors of Cell Surface uPA Generation; actives 0.31% (n = 330,000); Potency, µM (doses to about 38.3 µM), without a hit: at the highest dose activity change, negative = inhibition, most hits filed as inhibitors; AID 540303, 2011; cell surface uPA generation assay, qHTS; active = well fitted inhibition curve with a large enough effect; inconclusive = small, poorly fitted or top-dose-only effect; inactive = no such curve, though single readings can be large or run the other way; tested in mouse RAW 264.7 cells; note: potency is the fitted concentration of half-maximal effect; % is set by controls: 0 for no effect and ±100 for the full control effect; nearly all actives have a fitted effect of over 55% in size
USP2a block – qHTS Assay for Inhibitors of Ubiquitin-specific Protease USP2a Using CHOP2 as the Reporter. Ubiquitin carboxyl-terminal hydrolase 2 (Homo sapiens), O75604. USP2 core, Ub-CHOP2 coupled fluorogenic reporter, 485/531. Potency, µM (highest dose often 38.3 µM), without a hit: at the highest dose activity change, negative = inhibition, actives largely listed as inhibitors. actives 0.01% (n = 330,000);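 note: potency is the fitted concentration of half-maximal effect; plate controls were DMSO wells for no effect and full inhibition by NEM control for full effect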
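Deubiquitinase activity read as fluorescence (485/531 nm) after Ub-CHOP2 cleavage activates the enterokinase reporter on its substrate; USP2 core 10nM, Ub-CHOP2 and substrate 25nM each, 30min compound preincubation then 60min RT; data normalized to NEM, curves fitted.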
B2AR arrestin – qHTS assay of beta-arrestin-biased ligands of beta2-adrenergic receptor; Beta-2 adrenergic receptor (Homo sapiens), P07550; beta-arrestin recruitment to beta2AR, cell-based reporter; Potency, µM (highest dose often 46.1 µM), for the others: at the highest dose activation, most hits filed as activators; actives 0.02% (n = 330,000); AID 492947, 2010;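 note: potency is the fitted concentration of half-maximal effect; 0% = DMSO controls and full agonism = EC100 isoproterenol or metaproterenol; nearly all actives have a fitted effect of over 65% in size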
Target sequence (P07550 whole entry, looked up): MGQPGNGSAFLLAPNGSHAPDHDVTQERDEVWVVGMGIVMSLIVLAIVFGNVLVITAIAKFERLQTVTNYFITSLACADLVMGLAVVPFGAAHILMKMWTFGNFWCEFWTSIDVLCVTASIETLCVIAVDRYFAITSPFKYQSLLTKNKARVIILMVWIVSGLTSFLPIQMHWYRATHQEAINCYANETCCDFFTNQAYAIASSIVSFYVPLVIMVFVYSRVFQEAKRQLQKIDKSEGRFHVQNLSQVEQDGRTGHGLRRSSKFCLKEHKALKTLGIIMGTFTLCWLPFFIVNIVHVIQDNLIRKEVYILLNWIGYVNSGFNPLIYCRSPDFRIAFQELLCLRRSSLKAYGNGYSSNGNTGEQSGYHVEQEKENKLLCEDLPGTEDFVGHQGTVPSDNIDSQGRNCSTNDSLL
Eya2 phos inh – qHTS Assay for Inhibitors of the Phosphatase Activity of Eya2; Protein phosphatase EYA2 (Homo sapiens), O00167; recombinant Eya2, OMFP fluorescence dephosphorylation (OMFP is methylfluorescein phosphate); Potency, µM (highest dose often 76.9 µM), for the others: top-dose activity, negative = inhibition, usual class: inhibitors; actives 0.006% (n = 330,000); note: potency is the fitted concentration of half-maximal effect; % is set by controls: 0 for no effect and ±100 for the full control effect
Target sequence (O00167 whole entry, looked up): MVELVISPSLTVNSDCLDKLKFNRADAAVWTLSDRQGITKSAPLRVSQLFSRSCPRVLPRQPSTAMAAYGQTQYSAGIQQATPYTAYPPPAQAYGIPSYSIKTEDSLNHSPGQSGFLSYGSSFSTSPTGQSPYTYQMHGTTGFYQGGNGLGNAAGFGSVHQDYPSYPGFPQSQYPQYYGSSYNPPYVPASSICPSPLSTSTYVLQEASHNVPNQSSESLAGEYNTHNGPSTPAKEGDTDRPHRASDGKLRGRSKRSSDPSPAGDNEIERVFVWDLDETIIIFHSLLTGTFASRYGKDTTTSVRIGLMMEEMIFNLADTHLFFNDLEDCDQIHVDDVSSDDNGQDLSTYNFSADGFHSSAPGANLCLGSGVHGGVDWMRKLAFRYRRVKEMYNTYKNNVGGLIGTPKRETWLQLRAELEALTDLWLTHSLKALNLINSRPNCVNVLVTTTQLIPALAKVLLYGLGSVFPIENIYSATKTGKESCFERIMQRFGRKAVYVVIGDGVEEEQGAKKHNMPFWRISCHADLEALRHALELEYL
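Eya2 (0.2 uM) preincubated 10 min at ambient with compound, then OMFP substrate added at 50 uM; 10 min reaction in 50 mM HEPES pH 7.5, 50 mM NaCl, 5 uM MgCl2, 0.05% BSA, 1 mM DTT. Fluorescence read at Ex 485/Em 525 nm.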
S-ASM inh – Inhibitors of Secretory Acid Sphingomyelinase (S-ASM): qHTS; placental ASM, HMU-PC fluorogenic substrate, 60 min; Potency, µM (doses to about 57.5 µM), without a hit: at the top dose activity change, negative = inhibition, usual class: inhibitors; actives 0.006% (n = 340,000); AID 504937, 2011; note: potency is the fitted concentration of half-maximal effect
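Human placenta-derived ASM preincubated with compound 10 min at room temperature, then reacted with 9 uM (final) fluorogenic HMU-PC substrate for 60 min at 37 C. Stop solution raises pH to 10; fluorescence read at Ex 386/Em 447 nm.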
p53 reactivator – qHTS assay for re-activators of p53 using a Luc reporter. AID 504706, 2011. H1299 p53-A138V BP100-luciferase reporter, luminescence, 24 h. actives 0.063% (n = 320,000). Potency, µM (highest dose often 92.2 µM), for the others: at the highest dose activity change, positive = activation, actives largely listed as activators; note: potency is the fitted concentration of half-maximal effect; % of control where 0% means no effect; nearly all actives have a fitted effect of over 45% in size
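H1299 (p53-null), stable ts p53-A138V + BP100-Luc; 1000 cells/well, Opti-MEM/10% FBS; cpd 4 pt, 1:5; 24 h, 37 deg C, 5% CO2; detection reagent 10 min RT; luminescence.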
Active calls of the source: *; ? = inconclusive; . = no result given; & = joins results of further samples; [ ] = remark or other dose. Unless noted, calls come from the whole dose curve; as a rule, active = well fitted curve in the direction sought with a large enough effect; inconclusive = small, poorly fitted or top-dose-only effect, or another doubt; inactive = no such curve, though single readings can be large; an effect the other way counts as inactive or inconclusive.

SMILES	ELG1 genotoxic	BRCA1 expr act	Integrin act MD	TSG101-PTAP inh	TRPV1 ag	uPA generation	USP2a block	B2AR arrestin	Eya2 phos inh	S-ASM inh	p53 reactivator
CCSC1=C(C#N)C(c2ccc(F)cc2)CC(=O)N1 (stereo not drawn)	0%	2%	-23%	-1%	.	-5%	3%	-0.8%	2%	-2%	-8%
COc1ccc(CNC(=O)c2c[nH]c3ccccc3c2=O)cc1	1%	27%	19%	0%	3	0%	-1%	-0.2%	-17%	-9%	.
O=C1CCCC/C1=C\Nc1ccc(Cl)cn1	?	?	6%	-6%	?	2%	-1%	-0.4%	-12%	-1%	?
COc1ccc(CCNC(=O)c2cc3ccccn3n2)c(OC)c1OC	4%	7%	-3%	0%	.	6%	2%	0.6%	-12%	5%	0%
CC1CCCCN1C(=O)CN1C(=O)c2ccccc2S1(=O)=O (stereo not drawn)	2%	25%	0%	-6%	-2	7%	2%	-0.6%	6%	.	20%
CC1(C(=O)N/N=C/c2ccc([N+](=O)[O-])o2)CC1(Br)Br (stereo not drawn)	-7%	-86%	-43%	0%	3	-8%	-3%	-0.7%	-1%	0%	29%
CC(C)CC1c2[nH]c3ccccc3c2CCN1C(=O)CCC(=O)N(C)C (stereo not drawn)	4%	18%	6%	-11%	2	-1%	0%	-0.1%	-25%	15%	4%
O=C(Oc1csc(=S)n1C(=O)c1ccccc1)c1ccccc1	-2%	-18%	11%	-5%	1	0%	-2%	-0.1%	-29%	0%	-3%
Cc1cc(C)c2nc3nc(C)cc(C)c3c(N)c2c1	-1%	-74%[inhibitor]	-40%	-7%	0	-13%	1%	0.8%	-2%	314%[activator]	-12%
Cc1ccc(OCCCC(=O)NC(C)c2ccccc2)cc1 (stereo not drawn)	-4%	-8%	0%	-2%	?	6%	4%	0.2%	-7%	-1%	-2%
COc1ccc(C(C(=O)NC(C)(C)C)N(C(=O)CCC(=O)Nc2cc(C)on2)c2ccc(C)c(C)c2)cc1 (stereo not drawn)	-5%	-12%	2%	-1%	12	-2%	3%	0.3%	-5%	-4%	-2%
O=C(NCCCn1ccnc1)/C(=C\c1ccc(Br)cc1)NC(=O)c1ccccc1	-3%	-25%	-12%	-2%	0	-5%	0%	0.2%	3%	2%	0%
COc1ccc(CN(CC2CCC(C(=O)O)CC2)C(=S)Nc2ccc(C)c(Cl)c2)cc1 (stereo not drawn)	-3%	-21%	4%	2%	-5	7%	1%	-0.2%	-10%	-10%	0%
COc1ccc(NC(=S)NN2CCN(C)CC2)cc1	1%	32%	-7%	-1%	1	-3%	1%	-0.4%	-5%	7%	-5%
O=C(CSc1nc(C(F)(F)F)cc(=O)[nH]1)NCC1CCCO1 (stereo not drawn)	3%	-15%	-14%	0%	1	0%	1%	0.4%	8%	0%	1%
CCC(C(=O)NC1CCCCC1)n1nc(C)c2c(C)n(-c3ccccc3)nc2c1=O (stereo not drawn)	-3%	-1%	-4%	-1%	-1	-2%	1%	5.2%	2%	4%	1%
O=C(Nc1ccc2oc(-c3ccccc3)nc2c1)c1ccco1	?	?	-4%	-2%	21	?	0%	3.8%	-2%	3%	?
CN(C)/C=N/c1c(C#N)nnn1Cc1ccccc1	3%	0%	9%	1%	6	-4%	2%	-0.5%	-11%	0%	0%
O=C(OCc1ccccc1Cl)C1CC(=O)N(Cc2ccco2)C1 (stereo not drawn)	?	-9%	15%	-1%	23	0%	0%	-0.1%	1%	2%	-1%
O=C(OCC#CCSc1nc2ccccc2s1)c1ccco1	6%	89%	-24%	.	-1	-6%	-2%	-0.3%	10%	-2%	4%
CCCCN1CCN=C1Nc1ccccc1	0%	6%	8%	-7%	1	2%	1%	-0.5%	-11%	1%	9%
Cc1nn(C2CCS(=O)(=O)C2)c(Cl)c1/C=C/C(=O)OCC(=O)c1cc(C)n(-c2ccc(F)cc2)c1C (stereo not drawn)	1%	-23%	7%	-5%	-7	-27%	-7%	4.3%	0%	-1%	1%
COc1ccc(Cl)cc1C(=O)NNC(=O)c1nc2nc(C)cc(C)n2n1	-4%	-42%	10%	0%	1	0%	-1%	0.1%	-14%	-1%	-4%
Cc1cc(N2CCC(C(=O)NCC3CC3)CC2)nc(-c2ccccc2)n1	-5%	-17%	3%	-5%	24	0%	0%	0.0%	18%	-3%	-4%
COc1cccc(OCCOc2ccccc2OC(C)C)c1	-15%	-9%	1%	-2%	2	0%	-9%	-0.2%	-30%	0%	-1%
Cc1ccc(C2CC2c2n[nH]c(=S)n2-c2ccc(Cl)cc2)cc1 (stereo not drawn)	-7%	1%	9%[7.66 µM]	-7%	0	.	-12%	-0.9%	-18%	-19%	10%
COC(=O)NC1CCC(CC2CCC(NC(=O)OC)CC2)CC1 (stereo not drawn)	-6%	-6%	7%	-6%	10	0%	-1%	-0.3%	1%	2%	-1%
Cc1nc(C(=O)NNC(=O)Nc2ccc(Cl)cc2)cs1	0%	-9%	18%	2%	1	22%	2%	-0.5%	0%	1%	5%
COc1ccc(NC(=O)C2CCCN2C(=O)Nc2ccccc2)cc1OC (stereo not drawn)	0%	5%	13%	-5%	1	2%	1%	-0.2%	-4%	2%	6%
CCCSC1=C(C#N)C(c2ccccc2C)CC(=O)N1 (stereo not drawn)	2%	-37%	-8%	-3%	14	-4%	0%	0.2%	3%	-2%	-9%
CCN(C(=O)COC(=O)c1ccc(Cl)c(N)c1)C1CCS(=O)(=O)C1 (stereo not drawn)	3%	-1%	?	-6%	0	4%	-7%	-0.4%	-3%	5%	-1%
NS(=O)(=O)c1cccc2c1c([N+](=O)[O-])cc1nc(O)c(O)nc12	-2%	-3%	.	-1%	-1	2%	0%	0.0%	-2%&2%	-2%	-7%
COc1nccnc1NS(=O)(=O)c1ccc(NS(=O)(=O)c2ccc(NC(C)=O)cc2)cc1	2%	-4%	21%	0%	-2	1%	0%	0.4%	3%	-1%	-2%
COc1ccccc1CNC(=O)c1ccc(-c2ccccc2)cc1	7%	70%	39%	0%	4	-4%	0%	-0.9%	-5%	1%	15%
COc1ccc(C(=O)N/N=C/c2ccc(OC)c(COc3ccc(F)cc3)c2)cc1	-22%	-31%	-3%	-3%	1	21%	-5%	-0.9%	-2%	-14%	2%
Cc1ccc(CC2C(=O)N(c3ccccc3)C(=O)C2C)cc1 (stereo not drawn)	3%	-4%	-22%	0%	4	-4%	0%	-0.9%	7%	2%	6%
CC(C)[C@H](NC(=O)OC(C)(C)C)C(=O)NCC1CCC(C(=O)N[C@@H](Cc2ccccc2)C(=O)O)CC1 (stereo partly drawn)	-2%	3%	10%	0%	-1	-2%	4%	0.3%	2%	4%	-7%
Cc1nn(-c2ccc(Cl)nn2)c(=O)c2ccccc12	?	11µM*	2%	-1%	-2	-5%	2%	-0.3%	-11%	0%	-5%
Cc1cc(=O)oc2ccc(OCC(=O)NCc3ccco3)cc12	-1%	-3%[1.84 µM]	-20%	-1%	-3	-1%	-7%	-0.2%	-27%	0%	-1%
CCc1ccc(N(C(=O)Cn2nnc(-c3ccccc3)n2)C(C(=O)NC2CCCCC2)c2ccccn2)cc1 (stereo not drawn)	-14%	-30%	24%	0%	?	0%	1%	0.3%	3%	2%	3%

A draw from above in order of heavy-atom count, high to low.
SMILES	ELG1 genotoxic	BRCA1 expr act	Integrin act MD	TSG101-PTAP inh	TRPV1 ag	uPA generation	USP2a block	B2AR arrestin	Eya2 phos inh	S-ASM inh	p53 reactivator
COc1nccnc1NS(=O)(=O)c1ccc(NS(=O)(=O)c2ccc(NC(C)=O)cc2)cc1	2%	-4%	21%	0%	-2	1%	0%	0.4%	3%	-1%	-2%
NS(=O)(=O)c1cccc2c1c([N+](=O)[O-])cc1nc(O)c(O)nc12	-2%	-3%	.	-1%	-1	2%	0%	0.0%	-2%&2%	-2%	-7%
Cc1nn(-c2ccc(Cl)nn2)c(=O)c2ccccc12	?	11µM*	2%	-1%	-2	-5%	2%	-0.3%	-11%	0%	-5%

Compounds as they come, and some 2.6% of all compounds hit somewhere here.
